Screening results: PubChem, Sanford-Burnham Center for Chemical Genomics
mIAP inh = blocks mouse intestinal alkaline phosphatase; purified mouse IAP, CDP-Star luminescence, 30 min; inhibition, % at 10 µM; actives 0.2% (n = 330,000);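 active = inhibition of at least 40% at 10 µM in the primary screen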;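 also: plate controls were DMSO with enzyme for no effect and no enzyme wells for full effect; values of inactives mirror those of a sister screen read the other way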
hIAP act = increases human intestinal alkaline phosphatase activity; purified human IAP, CDP-Star luminescence, 30 min; active compounds read high; 1 = vehicle-only enzyme, 0 = enzyme-free background; activation factor at 10 µM; actives 0.16% (n = 330,000);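 active = activation factor of the enzyme at least 2-fold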; also: the source names both 10 and 20 µM as test concentration; values of inactives mirror those of a sister screen read the other way
Target sequence (P09923 whole entry, looked up): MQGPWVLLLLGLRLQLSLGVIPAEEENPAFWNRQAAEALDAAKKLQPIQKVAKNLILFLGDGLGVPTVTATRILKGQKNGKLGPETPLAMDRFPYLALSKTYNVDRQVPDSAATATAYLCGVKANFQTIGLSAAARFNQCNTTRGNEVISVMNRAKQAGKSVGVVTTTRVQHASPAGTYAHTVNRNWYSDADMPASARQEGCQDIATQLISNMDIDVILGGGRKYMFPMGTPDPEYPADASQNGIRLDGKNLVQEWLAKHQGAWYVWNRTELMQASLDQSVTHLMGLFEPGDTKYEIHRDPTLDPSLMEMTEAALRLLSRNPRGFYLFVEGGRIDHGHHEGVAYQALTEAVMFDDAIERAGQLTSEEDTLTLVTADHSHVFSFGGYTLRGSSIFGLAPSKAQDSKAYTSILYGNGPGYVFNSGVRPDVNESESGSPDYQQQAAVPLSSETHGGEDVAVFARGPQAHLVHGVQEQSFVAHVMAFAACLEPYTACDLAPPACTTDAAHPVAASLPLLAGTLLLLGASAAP
Apaf-1 inh = blocks human Apaf-1 apoptosome activity; O14727; reconstituted apoptosome caspase-3 activity, DEVD-Rh110 fluorescence; inhibition, % at 20 µM; actives 0.71% (n = 330,000); AID 489030; active = inhibition of at least 40% at 20 µM;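 also: plate controls were DMSO wells for no effect and DEVD-CHO caspase inhibitor wells for full effect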
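System: Apoptosome proteins | Medium: Hepes pH 7.5 with detergent and BSA | Also added: Cytochrome c trigger plus (Z-DEVD)2-Rh110 caspase-3 substrate | Incubation: 30 min compound preincubation, 50 min activation, room temperature | Detection: Rhodamine 110 fluorescence at Ex 480/Em 540 nm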
mIAP act = mouse IAP activation; muIAP, CDP-Star luminescence, 30 min; active compounds read high; 1 = vehicle-only enzyme signal, 0 = enzyme-free wells; activation factor at 10 µM; actives 0.24% (n = 330,000); AID 2805;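 active = activation factor of at least 2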; also: the source names both 10 and 20 µM as test concentration; values of inactives mirror those of a sister screen read the other way
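System: Mouse IAP enzyme | Also added: CDP-Star substrate | Dosing: Compounds dispensed in DMSO | Schedule: 30 min enzyme-substrate-compound incubation at room temperature | Technique: Chemiluminescence readout | Control set: DMSO-only wells and no-enzyme negative control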
tim10-1 inh = inhibits growth of tim10-1 mutant yeast; S. cerevisiae tim10-1 ts strain growth, BacTiter-Glo, 24 h; inhibition, % at 20 µM; actives 2.2% (n = 330,000);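 active = inhibition of at least 40%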;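 also: mutant grown at 25 °C; 0% = DMSO wells with yeast and 100% = wells holding no yeast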
NLRP3 yeast inh = blocks the NALP3 inflammasome reconstituted in yeast | Yeast reconstituted NLRP3/ASC/caspase-1, beta-gal luminescence, 24 h | inhibition, % at 10 µM | actives 0.39% (n = 330,000);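 active = inhibition of 50% or more; inactive = inhibition below 50%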;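 also: plate controls were induced DMSO wells for no effect and uninduced yeast grown without galactose for full effect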
ATG4B inh = blocks human ATG4B protease cleavage of LC3 substrate | Q9Y4P1 | ATG4B cleavage of LC3-PLA2, NBD-HPC fluorescence, 1 h | inhibition, % at 8.33 µM | actives 0.51% (n = 340,000) | AID 504462; in the data active = inhibition above about 40%
Target sequence (Q9Y4P1 whole entry, looked up): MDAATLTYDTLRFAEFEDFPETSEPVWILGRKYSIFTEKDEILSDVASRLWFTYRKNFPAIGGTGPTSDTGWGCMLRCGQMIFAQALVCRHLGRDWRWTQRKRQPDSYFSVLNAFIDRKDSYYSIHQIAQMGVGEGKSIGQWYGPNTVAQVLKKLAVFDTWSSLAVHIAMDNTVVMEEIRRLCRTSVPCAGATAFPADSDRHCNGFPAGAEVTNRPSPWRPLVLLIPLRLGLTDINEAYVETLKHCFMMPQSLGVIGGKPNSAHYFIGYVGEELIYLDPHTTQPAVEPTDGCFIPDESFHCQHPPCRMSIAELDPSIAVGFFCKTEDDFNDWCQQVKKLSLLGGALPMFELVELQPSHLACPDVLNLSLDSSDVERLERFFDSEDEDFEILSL
hIAP inh = blocks human intestinal alkaline phosphatase; P09923; inhibition, % at 10 µM; actives 0.12% (n = 330,000); purified IAP, CDP-Star luminescence, 30 min;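 active = inhibition reaching a set limit with compound at 10 µM in the primary screen, cut at about 35% in these data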;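 also: plate controls were DMSO wells with enzyme for no effect and no-enzyme buffer wells for full effect; values of inactives mirror those of a sister screen read the other way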
TIM10 inh = growth inhibitors of TIM10 yeast strain | S. cerevisiae TIM10 strain growth, BacTiter-Glo luminescence, 24 h | inhibition, % at 10 µM | actives 1.4% (n = 330,000);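 active = inhibition of 40% or more at the single tested concentration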;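 also: wild-type TIM10 isogenic control strain grown at permissive 25 °C; 0% = DMSO yeast wells and 100% = minimal medium wells without yeast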
* marks the source's active call; other numbers are inactive results.

Sample of the layout:
Results for Cc1ccc(NC2Sc3ccccc3NC2=O)cc1Cl (centres undefined) ?
mIAP inh: 6; hIAP act: 1; Apaf-1 inh: 12; mIAP act: 0.94; tim10-1 inh: 9; NLRP3 yeast inh: 2; ATG4B inh: 8; hIAP inh: -1; TIM10 inh: 32

Results for CCN(Cc1cnn(C)c1)Cc1nc(Cc2ccccc2Cl)no1 ?
mIAP inh: -2; hIAP act: 1; Apaf-1 inh: 1; mIAP act: 1; tim10-1 inh: 25; NLRP3 yeast inh: 12; ATG4B inh: -15; hIAP inh: -2; TIM10 inh: -8

What do the screens show for `CCOc1ccccc1NC(=O)c1nnn(-c2ccc3c(c2)OCCO3)c1N`?
mIAP inh: 10; hIAP act: 0.95; Apaf-1 inh: 12; mIAP act: 0.9; tim10-1 inh: -8; NLRP3 yeast inh: 23; ATG4B inh: 0; hIAP inh: 5; TIM10 inh: 12

How did CC(=O)Nc1ccc(NC(=O)COC(=O)/C=C/c2ccc3c(c2)OCO3)cc1 do in these assays?
mIAP inh: -2; hIAP act: 0.85; Apaf-1 inh: -12; mIAP act: 1; tim10-1 inh: 2; NLRP3 yeast inh: 1; ATG4B inh: -1; hIAP inh: 15; TIM10 inh: 5

The list itself, from the first entry:
Results for Cc1ccc(NC2Sc3ccccc3NC2=O)cc1Cl (centres undefined) ?
mIAP inh: 6; hIAP act: 1; Apaf-1 inh: 12; mIAP act: 0.94; tim10-1 inh: 9; NLRP3 yeast inh: 2; ATG4B inh: 8; hIAP inh: -1; TIM10 inh: 32

Results for CCN(Cc1cnn(C)c1)Cc1nc(Cc2ccccc2Cl)no1 ?
mIAP inh: -2; hIAP act: 1; Apaf-1 inh: 1; mIAP act: 1; tim10-1 inh: 25; NLRP3 yeast inh: 12; ATG4B inh: -15; hIAP inh: -2; TIM10 inh: -8

What do the screens show for `CCOc1ccccc1NC(=O)c1nnn(-c2ccc3c(c2)OCCO3)c1N`?
mIAP inh: 10; hIAP act: 0.95; Apaf-1 inh: 12; mIAP act: 0.9; tim10-1 inh: -8; NLRP3 yeast inh: 23; ATG4B inh: 0; hIAP inh: 5; TIM10 inh: 12

How did CC(=O)Nc1ccc(NC(=O)COC(=O)/C=C/c2ccc3c(c2)OCO3)cc1 do in these assays?
mIAP inh: -2; hIAP act: 0.85; Apaf-1 inh: -12; mIAP act: 1; tim10-1 inh: 2; NLRP3 yeast inh: 1; ATG4B inh: -1; hIAP inh: 15; TIM10 inh: 5

Results for COc1ccc(C(=O)CN2CC(C)SC2=Nc2ccc(Cl)cc2)cc1 (centres undefined) ?
mIAP inh: 8; hIAP act: 1; Apaf-1 inh: 2; mIAP act: 0.92; tim10-1 inh: 27; NLRP3 yeast inh: 32; ATG4B inh: 24; hIAP inh: -2; TIM10 inh: 17

Results for COc1cccc(COC(=O)Cc2ccc(S(=O)(=O)N3CCOCC3)s2)c1OC ?
mIAP inh: -1; hIAP act: 1; Apaf-1 inh: -2; mIAP act: 1; tim10-1 inh: 19; NLRP3 yeast inh: 16; ATG4B inh: -37; hIAP inh: -2; TIM10 inh: 16

What do the screens show for `O=C(Nc1ccc(Br)cn1)c1ccc([N+](=O)[O-])cc1Cl`?
mIAP inh: 7; hIAP act: 1.1; Apaf-1 inh: 17; mIAP act: 0.93; tim10-1 inh: 7; NLRP3 yeast inh: 7; ATG4B inh: 4; hIAP inh: -12; TIM10 inh: 14

What do the screens show for `O=C(COC(=O)Cc1ccsc1)Nc1ccc(Cl)c(S(=O)(=O)N2CCOCC2)c1`?
mIAP inh: -1; hIAP act: 0.97; Apaf-1 inh: -13; mIAP act: 1; tim10-1 inh: 8; NLRP3 yeast inh: 4; ATG4B inh: 1; hIAP inh: 3; TIM10 inh: -9

What do the screens show for `O=NNc1nc2ccccc2n1Cc1ccccc1`?
mIAP inh: 12; hIAP act: 1; Apaf-1 inh: -2; mIAP act: 0.88; tim10-1 inh: 12; NLRP3 yeast inh: -18; ATG4B inh: -6; hIAP inh: -1; TIM10 inh: 5

What do the screens show for `CCCC/C(=N\NC(=O)c1ccc(Br)o1)c1ccccc1`?
mIAP inh: 11; hIAP act: 1.2; Apaf-1 inh: 4; mIAP act: 0.89; tim10-1 inh: 13; NLRP3 yeast inh: 23; ATG4B inh: 10; hIAP inh: -16; TIM10 inh: -25

Results for O=c1c2c(-c3ccccc3)csc2ncn1/N=C/c1ccc(O)c([N+](=O)[O-])c1 ?
mIAP inh: 10; hIAP act: 0.89; Apaf-1 inh: 0; mIAP act: 0.9; tim10-1 inh: 30; NLRP3 yeast inh: -25; ATG4B inh: -3; hIAP inh: 11; TIM10 inh: 26

What do the screens show for `CCOc1ccc(-n2c(O)c(/C=N/Nc3nc(C)cc(C)n3)c3ccccc3c2=O)cc1`?
mIAP inh: 4; hIAP act: 1.1; Apaf-1 inh: 0; mIAP act: 0.96; tim10-1 inh: 13; NLRP3 yeast inh: 19; ATG4B inh: 5; hIAP inh: -5; TIM10 inh: 8

Results for O=C(NCc1ccccc1)C1=C[C@@H](c2coc3ccccc3c2=O)C[C@@H](OCc2ccc(CO)cc2)O1 ?
mIAP inh: 34; hIAP act: 1; Apaf-1 inh: 10; mIAP act: 0.66; tim10-1 inh: -1; NLRP3 yeast inh: 9; ATG4B inh: 8; hIAP inh: -1; TIM10 inh: -3

How did CCOc1cccc(NC(=O)c2cccc(F)c2)c1 do in these assays?
mIAP inh: -5; hIAP act: 1.1; Apaf-1 inh: -3; mIAP act: 1; tim10-1 inh: -56; NLRP3 yeast inh: 26; ATG4B inh: -3; hIAP inh: -8; TIM10 inh: 0

What do the screens show for `NC(=O)SCC(=O)Nc1ccccc1C(=O)O`?
mIAP inh: 22; hIAP act: 1.2; Apaf-1 inh: -3; mIAP act: 0.78; tim10-1 inh: 0; NLRP3 yeast inh: -5; ATG4B inh: -4; hIAP inh: -19; TIM10 inh: -3

Results for Cc1ccc(NC2=C(Cl)C(=O)OC2NC(=O)c2ccccc2)cc1 (centres undefined) ?
mIAP inh: 1; hIAP act: 0.99; Apaf-1 inh: 5; mIAP act: 0.99; tim10-1 inh: 13; NLRP3 yeast inh: 18; ATG4B inh: -11; hIAP inh: 1; TIM10 inh: -22

What do the screens show for `COC(=O)C1C(=O)OC(C)(C)C1C(C)C(=O)c1ccccc1` (centres undefined)?
mIAP inh: 5; hIAP act: 0.82; Apaf-1 inh: -14; mIAP act: 0.95; tim10-1 inh: 17; NLRP3 yeast inh: 7; ATG4B inh: -7; hIAP inh: 18; TIM10 inh: 8

What do the screens show for `NCCNc1ccc2nnnn2n1`?
mIAP inh: -5; hIAP act: 1.1; Apaf-1 inh: -8; mIAP act: 1; tim10-1 inh: 9; NLRP3 yeast inh: 6; ATG4B inh: -2; hIAP inh: -7; TIM10 inh: -7

Results for O=c1cc2oc3cc(O)c(O)cc3c(-c3ccccc3[N+](=O)[O-])c-2cc1O ?
mIAP inh: 35; hIAP act: 0.84; Apaf-1 inh: 20; mIAP act: 0.65; tim10-1 inh: 4; NLRP3 yeast inh: 41; ATG4B inh: 6; hIAP inh: 16; TIM10 inh: 11

What do the screens show for `O=C(CSc1ncn[nH]1)Nc1ccccc1C(=O)O`?
mIAP inh: -14; hIAP act: 0.95; Apaf-1 inh: -2; mIAP act: 1.1; tim10-1 inh: -1; NLRP3 yeast inh: 26; ATG4B inh: -8; hIAP inh: 5; TIM10 inh: -19

How did CCCCn1c(N)c(N(CCC(C)C)C(=O)COC(=O)/C=C/c2ccc(F)cc2)c(=O)[nH]c1=O do in these assays?
mIAP inh: 4; hIAP act: 1; Apaf-1 inh: -11; mIAP act: 0.96; tim10-1 inh: -2; NLRP3 yeast inh: -11; ATG4B inh: 3; hIAP inh: -5; TIM10 inh: -10

Results for O=C(COC(=O)c1cccs1)Nc1ccccc1C(F)(F)F ?
mIAP inh: 3; hIAP act: 1.1; Apaf-1 inh: 1; mIAP act: 0.97; tim10-1 inh: -3; NLRP3 yeast inh: 10; ATG4B inh: 4; hIAP inh: -8; TIM10 inh: -20

How did N#CCCSc1ncnc2c1oc1ccccc12 do in these assays?
mIAP inh: 3; hIAP act: 1; Apaf-1 inh: -10; mIAP act: 0.97; tim10-1 inh: 25; NLRP3 yeast inh: -4; ATG4B inh: -3; hIAP inh: 0; TIM10 inh: 4

What do the screens show for `Cc1oc2cc3oc(=O)c(CCC(=O)NCCCN4CCOCC4)c(C)c3cc2c1C`?
mIAP inh: 13; hIAP act: 0.94; Apaf-1 inh: 1; mIAP act: 0.87; tim10-1 inh: 0; NLRP3 yeast inh: 7; ATG4B inh: -21; hIAP inh: 6; TIM10 inh: -4

What do the screens show for `Cc1ccc(S(=O)(=O)NNC(=O)CCC(=O)Nc2ccc(C)c(C)c2)cc1`?
mIAP inh: 2; hIAP act: 0.91; Apaf-1 inh: 5; mIAP act: 0.98; tim10-1 inh: 9; NLRP3 yeast inh: 18; ATG4B inh: 0; hIAP inh: 9; TIM10 inh: 5

What do the screens show for `COc1ccc(S(=O)(=O)N2CCOC2CNC(=O)C(=O)NCc2ccco2)cc1OC` (centres undefined)?
mIAP inh: 6; hIAP act: 1; Apaf-1 inh: -15; mIAP act: 0.94; tim10-1 inh: -5; NLRP3 yeast inh: -6; ATG4B inh: -7; hIAP inh: -3; TIM10 inh: -20

How did Oc1ccccc1N1CCN(c2nnnn2-c2ccccc2)CC1 do in these assays?
mIAP inh: 2; hIAP act: 0.93; Apaf-1 inh: -22; mIAP act: 0.98; tim10-1 inh: 7; NLRP3 yeast inh: 6; ATG4B inh: 4; hIAP inh: 7; TIM10 inh: -4

How did CC(=O)C1=C(O)C(=O)N(CCc2c[nH]c3ccccc23)C1c1cccc(O)c1 (centres undefined) do in these assays?
mIAP inh: 6; hIAP act: 1.2; Apaf-1 inh: 27; mIAP act: 0.94; tim10-1 inh: 5; NLRP3 yeast inh: 12; ATG4B inh: -4; hIAP inh: -16; TIM10 inh: 1

What do the screens show for `CC(C)c1ccc(-c2nc(N3CCCCC3)[nH]c(=O)c2C#N)cc1`?
mIAP inh: 0; hIAP act: 0.93; Apaf-1 inh: 35; mIAP act: 0.99; tim10-1 inh: 10; NLRP3 yeast inh: 10; ATG4B inh: -1; hIAP inh: 7; TIM10 inh: -4

How did COc1cccc(CN2CCN(CCc3ccccc3)C(CCO)C2)c1OC (centres undefined) do in these assays?
mIAP inh: 3; hIAP act: 1.4; Apaf-1 inh: -13; mIAP act: 0.97; tim10-1 inh: 5; NLRP3 yeast inh: 5; ATG4B inh: 5; hIAP inh: -38; TIM10 inh: 17

Results for CSc1ccc(C(=O)C2CCCN(C(=O)c3nn(C)c(=O)c4ccccc34)C2)cc1 (centres undefined) ?
mIAP inh: -1; hIAP act: 0.94; Apaf-1 inh: 2; mIAP act: 1; tim10-1 inh: 14; NLRP3 yeast inh: 8; ATG4B inh: -9; hIAP inh: 6; TIM10 inh: 14

Results for CCOc1ccccc1N(CC(=O)N1CCCC1)S(C)(=O)=O ?
mIAP inh: -5; hIAP act: 0.93; Apaf-1 inh: -2; mIAP act: 1.1; tim10-1 inh: 8; NLRP3 yeast inh: 11; ATG4B inh: -11; hIAP inh: 7; TIM10 inh: -6
